EZH2 inh = EZH2 (human) methyltransferase inhibition | Q15910 | PRC2 H3K27 methylation, DELFIA TRF, 1 h | inhibition, % at 12.5 µM | 57,000 compounds, 0.35% hits | AID 651548;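 active means mean inhibition of replicates at least 50% and every single replicate also reaching 50%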;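 further: dimethyl H3K27 on biotinylated H3 21-44 peptide detected by antibody; plate controls were median neutral control wells for no effect and median positive control wells for full effect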
Target sequence (Q15910 whole entry, looked up): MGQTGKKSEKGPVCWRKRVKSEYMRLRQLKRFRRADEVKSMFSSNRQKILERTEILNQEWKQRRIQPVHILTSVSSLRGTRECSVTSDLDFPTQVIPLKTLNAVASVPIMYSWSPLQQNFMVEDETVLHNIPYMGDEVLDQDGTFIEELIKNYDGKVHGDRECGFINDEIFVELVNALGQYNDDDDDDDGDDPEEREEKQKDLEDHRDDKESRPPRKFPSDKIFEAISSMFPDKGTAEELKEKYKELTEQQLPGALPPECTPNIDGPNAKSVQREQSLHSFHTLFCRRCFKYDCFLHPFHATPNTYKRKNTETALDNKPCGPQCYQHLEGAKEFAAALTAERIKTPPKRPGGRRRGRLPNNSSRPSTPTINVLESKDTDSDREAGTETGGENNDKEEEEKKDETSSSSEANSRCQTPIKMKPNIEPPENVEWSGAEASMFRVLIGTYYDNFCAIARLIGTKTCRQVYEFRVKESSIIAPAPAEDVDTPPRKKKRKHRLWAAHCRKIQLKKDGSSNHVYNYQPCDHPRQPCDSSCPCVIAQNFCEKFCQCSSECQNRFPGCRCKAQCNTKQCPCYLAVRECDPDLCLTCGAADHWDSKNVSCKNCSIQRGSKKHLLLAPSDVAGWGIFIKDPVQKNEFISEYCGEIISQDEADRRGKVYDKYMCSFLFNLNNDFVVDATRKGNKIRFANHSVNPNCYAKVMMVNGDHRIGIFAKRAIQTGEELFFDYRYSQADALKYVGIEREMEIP
IDH1 R132H inh = inhibitors of human IDH1 R132H; O75874; IDH1 R132H reductase, diaphorase/resazurin fluorescence, 60 min; inhibition, % at 10 µM; 70,000 compounds, 0.18% hits; AID 624101; in the data active means inhibition above about 34%;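 further: 0% = DMSO and 100% = no enzyme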
* hit, by the source's call; nt = not tested or not shown.

Values run as follows: EZH2 inh | IDH1 R132H inh
C[C@H]1CN([C@@H](C)CO)C(=O)c2cccc(NC(=O)CCCCCC(=O)Nc3ccccc3N)c2O[C@@H]1CN(C)S(=O)(=O)c1ccc(Cl)cc1
  -15 | 1.2
C[C@@H]1CN([C@@H](C)CO)C(=O)c2cccc(NS(=O)(=O)c3cccs3)c2O[C@H]1CN(C)Cc1ccc(C(=O)Nc2ccccc2N)cc1
  -31 | -0.1
CC(C)NC(=O)N(C)C[C@@H]1Oc2ccc(NS(=O)(=O)c3ccccc3)cc2CC(=O)N([C@@H](C)CO)C[C@H]1C
  -1 | -4.6
CCCCCCCCCCCCCCCC(=O)C1C(=O)OC(CO)C1=O (centres undefined)
  nt | 6.4
O=C(C[C@@H]1CC[C@H](NS(=O)(=O)c2ccc(F)cc2)[C@H](CO)O1)NCCN1CCCCC1
  0 | 0.2
CNC[C@H]1Oc2cc(C#Cc3ccccc3F)ccc2S(=O)(=O)N([C@@H](C)CO)C[C@@H]1C
  -12 | -0.2
CC(C)NC(=O)Nc1ccc2c(c1)C(=O)N([C@H](C)CO)C[C@@H](C)[C@@H](CN(C)S(=O)(=O)c1ccccc1)O2
  0 | 1.0
Cc1ccc(-c2ccc3c(c2)O[C@@H](CN(C)C(=O)C2CCC2)[C@@H](C)CN([C@H](C)CO)S3(=O)=O)cc1
  13 | nt
CNC[C@H]1OCCCC[C@H](C)Oc2ccc(NC(=O)Nc3c(C)noc3C)cc2C(=O)N([C@@H](C)CO)C[C@H]1C
  -1 | 2.0
C[C@@H]1CN([C@H](C)CO)C(=O)c2cc(NC(=O)c3ccncc3)ccc2O[C@@H](C)CCCCO[C@@H]1CN(C)C(=O)Nc1cccc2ccccc12
  nt | 2.4
CCCC(=O)Nc1ccc2c(c1)C(=O)N(C)C[C@H](OC)[C@H](C)CN(Cc1ccncc1)[C@@H](C)CO2
  -4 | -0.2
C[C@@H]1CN([C@H](C)CO)C(=O)c2cc(NC(=O)Nc3ccc(C(F)(F)F)cc3)ccc2O[C@@H]1CN(C)Cc1ccc(Cl)c(Cl)c1
  nt | 1.8
CO[C@@H]1CN(C)C(=O)c2cc(NC(=O)CC(F)(F)F)ccc2OC[C@@H](C)N(S(=O)(=O)c2cn(C)cn2)C[C@@H]1C
  5 | -0.3
C[C@H](CO)N1C[C@H](C)[C@H](CN(C)Cc2cccnc2)Oc2cc(Br)ccc2S1(=O)=O
  -7 | 29
CO[C@H]1CN(C)C(=O)c2ccc(NC(=O)C3CC3)cc2OC[C@@H](C)N(Cc2cncnc2)C[C@H]1C
  -2 | 0.1
CCCC#Cc1cnc2c(c1)C(=O)N([C@H](C)CO)C[C@@H](C)[C@H](CN(C)C(=O)c1cnccn1)O2
  0 | -0.2
C[C@H](CO)N1C[C@H](C)[C@@H](CN(C)C(=O)Nc2ccc(F)cc2)Oc2ccc(NS(=O)(=O)c3ccccc3)cc2C1=O
  0 | 1.6
C[C@H]1CN([C@@H](C)CO)C(=O)c2cc(C#Cc3ccccc3F)cnc2O[C@H]1CN(C)C(=O)Cc1ccccc1
  -4 | -0.8
C[C@@H]1CCCCO[C@@H](CN(C)CC2CCCCC2)[C@H](C)CN([C@H](C)CO)C(=O)c2cc(NS(C)(=O)=O)ccc2O1
  -21 | 2.8
C[C@H]1CN([C@@H](C)CO)C(=O)c2cc(C#Cc3ccc(F)cc3)cnc2O[C@H]1CN(C)C
  -7 | 2.2
Cc1occc1-c1nnc(SCC(=O)Nc2ccccc2[N+](=O)[O-])n1-c1ccccc1
  -3 | -0.1
COc1ccc(NC(=O)Nc2cccc3c2O[C@H](CN(C)C)[C@H](C)CN([C@@H](C)CO)C3=O)cc1
  1 | 0.0
C[C@@H]1CN([C@@H](C)CO)C(=O)c2cc(-c3cccc(F)c3)cnc2O[C@@H]1CN(C)C(=O)Nc1cc(F)ccc1F
  -6 | -0.4
O=C(CCCCC(=O)N/N=C\c1ccc2ccccc2n1)NO
  8 | -0.3
C[C@H](CO)N1C[C@H](C)[C@H](CN(C)C(=O)Nc2ccc3c(c2)OCO3)OCCCC[C@H](C)Oc2ccc(NC(=O)c3ccncc3)cc2C1=O
  nt | 0.1
Cc1ccc(S(=O)(=O)Nc2ccc3c(c2)C(=O)N([C@@H](C)CO)C[C@@H](C)[C@H](CN(C)CC2CC2)O3)cc1
  -1 | -1.9
O=C(CCCCCC(=O)Nc1ccccc1O)N/N=C/c1ccccc1OCCO
  -15 | nt
C[C@H](CO)N1C[C@H](C)[C@@H](CN(C)Cc2ccc(Oc3ccccc3)cc2)OCc2cnnn2CCCC1=O
  1 | 0.3
Cc1ccc(S(=O)(=O)Nc2ccc3c(c2)CC(=O)N([C@H](C)CO)C[C@@H](C)[C@H](CN(C)Cc2ccccc2)O3)cc1
  nt | -0.2
Cc1ccc(NC(=O)COc2ccc(Cl)cc2)c([N+](=O)[O-])c1
  12 | -0.1

Compounds shown so far containing a CF3 group (two):
Values run as follows: EZH2 inh | IDH1 R132H inh
C[C@@H]1CN([C@H](C)CO)C(=O)c2cc(NC(=O)Nc3ccc(C(F)(F)F)cc3)ccc2O[C@@H]1CN(C)Cc1ccc(Cl)c(Cl)c1
  nt | 1.8
CO[C@@H]1CN(C)C(=O)c2cc(NC(=O)CC(F)(F)F)ccc2OC[C@@H](C)N(S(=O)(=O)c2cn(C)cn2)C[C@@H]1C
  5 | -0.3

Additional results:
Values run as follows: EZH2 inh | IDH1 R132H inh
Cc1ccc(S(=O)(=O)Nc2ccc3c(c2)C(=O)N([C@@H](C)CO)C[C@@H](C)[C@@H](CN(C)Cc2ccc(Oc4ccccc4)cc2)O3)cc1
  nt | 1.9
C[C@H](CO)N1C[C@H](C)[C@@H](CN(C)C(=O)Nc2ccccc2)Oc2ccc(NC(=O)C3CCCCC3)cc2C1=O
  -6 | nt
C[C@@H]1CCCCO[C@@H](CN(C)CC2CC2)[C@H](C)CN([C@H](C)CO)C(=O)c2cc(NC(=O)Cc3ccccc3)ccc2O1
  nt | 0.3
C[C@@H]1CN([C@@H](C)CO)C(=O)Cc2cc(NC(=O)CCC(F)(F)F)ccc2O[C@@H]1CN(C)C(=O)NC1CCCCC1
  7 | 0.2
CC(C)CC#Cc1cnc2c(c1)C(=O)N([C@H](C)CO)C[C@H](C)[C@H](CN(C)C(=O)c1cnccn1)O2
  nt | -0.3
CCNC(=O)C[C@@H]1CC[C@H](NC(=O)C2CCOCC2)[C@H](CO)O1
  -4 | -0.4
Cc1nc([N+](=O)[O-])c(Sc2nc3ccccc3[nH]2)n1Cc1ccccc1
  -1 | -0.1
Cc1cccc(NC(=O)CC2OCCN(Cc3ccccc3)C2=O)c1 (centres undefined)
  -2 | 0.1
C[C@@H]1CCCCO[C@H](CN(C)C(=O)CCC(F)(F)F)[C@@H](C)CN([C@@H](C)CO)C(=O)c2cc(N(C)C)ccc2O1
  -5 | -1.0
C[C@H]1CN([C@@H](C)CO)C(=O)Cc2cc(NS(=O)(=O)c3cccs3)ccc2O[C@H]1CN(C)C(=O)Nc1ccc2c(c1)OCO2
  nt | -0.3
CCc1ccccc1NC(=O)C(C)n1nc([N+](=O)[O-])c(Br)c1C (centres undefined)
  -5 | 0.4
O=C(C[C@H]1C[C@H]2c3cc(NS(=O)(=O)c4ccccc4)ccc3O[C@H]2[C@H](CO)O1)N1CCCCC1
  10 | -0.1
COc1ccccc1-c1cnc2c(c1)C(=O)N([C@H](C)CO)C[C@@H](C)[C@H](CN(C)Cc1ccc(C(=O)O)cc1)O2
  13 | 0.2
C[C@@H]1CN([C@@H](C)CO)S(=O)(=O)c2ccc(C#CC(C)(C)O)cc2O[C@H]1CN(C)C(=O)C1CCCCC1
  -18 | nt
O=C(Nc1cc(F)ccc1F)N[C@@H]1CC[C@@H](CC(=O)N2CCc3ccccc3C2)O[C@@H]1CO
  5 | -0.5
CO[C@@H]1CN(C)C(=O)c2cc(NC(=O)C3CCC3)ccc2OC[C@H](C)N(C(=O)CN(C)C)C[C@H]1C
  7 | 0.1
COc1ccccc1NC(=O)N(C)C[C@H]1OCc2ccccc2-c2ccccc2C(=O)N([C@@H](C)CO)C[C@@H]1C
  9 | 0.0
C[C@H](CO)N1C[C@H](C)[C@H](CN(C)C(=O)Cc2cccnc2)Oc2ncc(C#CC3(O)CCCC3)cc2C1=O
  -6 | -1.1
C[C@@H]1CN([C@@H](C)CO)C(=O)Cc2cc(NC(=O)Cc3ccccc3)ccc2O[C@@H]1CN(C)Cc1ccc(C(F)(F)F)cc1
  0 | -0.5
CN1CCN(C(=O)C[C@H]2C[C@H]3c4cc(NC(=O)Cc5ccncc5)ccc4O[C@H]3[C@H](CO)O2)CC1
  3 | -1.5
CO[C@@H]1CN(C)C(=O)c2ccc(NC(=O)Nc3ccccc3F)cc2OC[C@H](C)N(C)C[C@@H]1C
  -26 | -0.1
COc1ccccc1OCC(=O)Nc1ccc(C)cc1[N+](=O)[O-]
  -2 | -0.3
COCC(=O)N[C@@H]1C=C[C@H](CC(=O)NCc2ccc(Cl)cc2)O[C@H]1CO
  11 | 0.1
Cc1ccc(S(=O)(=O)NCC[C@H]2CC[C@H](NC(=O)CC3CC3)[C@H](CO)O2)cc1
  0 | -0.2
C[C@@H]1CN([C@@H](C)CO)S(=O)(=O)c2ccc(-c3cccc(C#N)c3)cc2O[C@H]1CN(C)C(=O)c1cccnc1
  -4 | 3.1
O=C(C[C@H]1CC[C@@H](NC(=O)c2cccc(F)c2)[C@@H](CO)O1)NCc1ccccc1
  6 | -0.3
CC(=O)N(C)C[C@@H]1Oc2ncc(C#Cc3ccccn3)cc2C(=O)N([C@H](C)CO)C[C@H]1C
  nt | -0.1
CO[C@@H](CN(C)S(=O)(=O)c1ccc(Cl)cc1)[C@@H](C)CN(Cc1ccccc1Cl)[C@@H](C)CO
  29 | -0.5
C[C@@H]1O[C@@H](OC[C@H]2OC(Oc3c(-c4ccc(OCCO)c(OCCO)c4)oc4cc(OCCO)cc(O)c4c3=O)[C@H](O)[C@@H](O)[C@@H]2O)[C@H](O)[C@H](O)[C@H]1O (some centres undefined)
  nt | 0.5
Cc1noc(C)c1NC(=O)Nc1ccc2c(c1)C(=O)N([C@H](C)CO)C[C@@H](C)[C@H](CN(C)C)OCCCC[C@@H](C)O2
  4 | 3.0

Filtered by structure: those above with an aryl methoxy group.
Values run as follows: EZH2 inh | IDH1 R132H inh
COc1ccc(NC(=O)Nc2cccc3c2O[C@H](CN(C)C)[C@H](C)CN([C@@H](C)CO)C3=O)cc1
  1 | 0.0
COc1ccccc1-c1cnc2c(c1)C(=O)N([C@H](C)CO)C[C@@H](C)[C@H](CN(C)Cc1ccc(C(=O)O)cc1)O2
  13 | 0.2
COc1ccccc1NC(=O)N(C)C[C@H]1OCc2ccccc2-c2ccccc2C(=O)N([C@@H](C)CO)C[C@@H]1C
  9 | 0.0
COc1ccccc1OCC(=O)Nc1ccc(C)cc1[N+](=O)[O-]
  -2 | -0.3

The results go on.
> Cc1noc(C)c1S(=O)(=O)N(C)C[C@H]1OCc2cn(nn2)CCCC(=O)N([C@H](C)CO)C[C@H]1C
- EZH2 inh: nt
- IDH1 R132H inh: -0.7

> NC(N)=Nc1ccc(Cl)cc1
- EZH2 inh: -3
- IDH1 R132H inh: -0.8

> CNS(=O)(=O)c1ccc(NC(=O)c2cc(-c3cccnc3)nc3ccc(Br)cc23)cc1
- EZH2 inh: -24
- IDH1 R132H inh: 0.4

> C[C@@H]1CN([C@H](C)CO)C(=O)c2cc(NS(=O)(=O)c3ccc(F)cc3)ccc2O[C@@H]1CN(C)Cc1ccncc1
- EZH2 inh: 12
- IDH1 R132H inh: 0.3

> C[C@H]1CN([C@@H](C)CO)C(=O)Cc2cc(NC(=O)C3CC3)ccc2O[C@H]1CN(C)CC1CCCCC1
- EZH2 inh: nt
- IDH1 R132H inh: 0.1

> CCCN1C[C@@H](C)[C@H](OC)CN(C)C(=O)c2cc(NC(=O)C3CC3)ccc2OC[C@H]1C
- EZH2 inh: -14
- IDH1 R132H inh: 0.5

> C[C@@H]1CN([C@@H](C)CO)S(=O)(=O)c2ccc(-c3ccncc3)cc2O[C@H]1CN(C)Cc1ccccc1
- EZH2 inh: -21
- IDH1 R132H inh: nt

> O=C(C[C@@H]1C[C@H]2c3cc(NC(=O)Nc4ccccc4F)ccc3O[C@H]2[C@H](CO)O1)NCc1ccccn1
- EZH2 inh: 4
- IDH1 R132H inh: -0.8

> O=C(C[C@@H]1CC[C@H](NC(=O)C2CC2)[C@H](CO)O1)Nc1ccccc1
- EZH2 inh: -5
- IDH1 R132H inh: -0.1

> C[C@@H]1CN([C@H](C)CO)C(=O)Cc2cc(NC(=O)C3CC3)ccc2O[C@H]1CN(C)C(=O)Nc1ccc2c(c1)OCO2
- EZH2 inh: 0
- IDH1 R132H inh: 2.1

> COc1cccc(S(=O)(=O)N(C)C[C@@H]2Oc3cc(C4=CCCCC4)ccc3S(=O)(=O)N([C@@H](C)CO)C[C@@H]2C)c1
- EZH2 inh: 1
- IDH1 R132H inh: nt

> C[C@H](CO)N1C[C@H](C)[C@@H](CN(C)Cc2cccc(C(F)(F)F)c2)OCc2cn(nn2)CCCC1=O
- EZH2 inh: -1
- IDH1 R132H inh: 0.6

> C[C@H]1CN([C@@H](C)CO)C(=O)c2cc(-c3ccccc3)cnc2O[C@H]1CN(C)C(=O)Nc1ccccc1
- EZH2 inh: nt
- IDH1 R132H inh: -8.6

> COc1ccc(S(=O)(=O)Nc2ccc3c(c2)C(=O)N([C@@H](C)CO)C[C@H](C)[C@@H](CN(C)Cc2ccccc2)OCCCC[C@@H](C)O3)cc1
- EZH2 inh: nt
- IDH1 R132H inh: -0.2

> CCCC(=O)Nc1ccc2c(c1)OC[C@@H](C)N(C(=O)c1ccncc1)C[C@H](C)[C@H](OC)CN(C)C2=O
- EZH2 inh: -6
- IDH1 R132H inh: 0.2

> C[C@@H]1CN([C@H](C)CO)C(=O)c2cccc(NS(=O)(=O)c3cn(C)cn3)c2O[C@@H]1CN(C)S(=O)(=O)c1cn(C)cn1
- EZH2 inh: nt
- IDH1 R132H inh: 1.6

> CC(=O)N(C)C[C@H]1Oc2cc(-c3cncnc3)ccc2S(=O)(=O)N([C@@H](C)CO)C[C@@H]1C
- EZH2 inh: -1
- IDH1 R132H inh: -3.5

Assay outcomes (PubChem BioAssay)

An excerpt (hit frequency here may not be typical).
